Screening results (PubChem)
Pf gametocyte: kills late stage P. falciparum gametocytes; P. falciparum stage V gametocytes, ATP luminescence, 24 h; inhibition, % at 10.9 µM; 150,000 compounds, 0.065% hits;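 active means inhibition above the mean plus 3 SD of compounds within the control limits, set per campaign, cut at about 38% in these data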;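 further: 0% = DMSO wells and 100% = medium only without gametocytes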
GSH fluor: compound fluoresces at 488/530 nm on GSH beads. 190,000 compounds, 0.25% hits. AID 1776. fluorescence (KMESF) at 10 µM. GSH beads flow cytometry, compound fluorescence 488/530 nm; active compounds read high; in the data active means fluorescence above about 89;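 further: glutathione beads carrying GST-tagged Bcl family fusion proteins plus one bare bead set; values are compound well signal with DMSO vehicle wells as background; inactives centre near 16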
Rac1 wt modul: human Rac1 wildtype GTP binding, inhibitors and activators | GST-Rac1 beads, fluorescent GTP binding, flow cytometry; actives lie on both sides; 0 = cold GTP competed, 100 = untreated | GTP binding activity (% of control), % at 10 µM | 190,000 compounds, 0.27% hits | AID 757;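 active means GTP binding activity at least 20 points away from the 100% control level, either lower or higher; inconclusive means compound flagged as likely green fluorescent, judged across all proteins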
Cdc42 wt GTP: human Cdc42 wildtype GTP binding change, either direction. GST-Cdc42 beads, Bodipy-GTP binding, flow cytometry; actives lie on both sides. P60953. 190,000 compounds, 0.2% hits. percent activity (GTP binding), % at 10 µM;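 active means percent activity GTP binding at least 20 points away from the 100% baseline, either down as inhibitor or up as activator; inconclusive means compound flagged as likely green fluorescent from well-wide comparison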;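 further: median bead fluorescence of bound Bodipy-FL-GTP at 100 nM; 0% = excess unlabeled GTP control and 100% = no compound control; below 100% means less GTP binding so inhibitor and above means activator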
Target sequence (P60953 whole entry, looked up): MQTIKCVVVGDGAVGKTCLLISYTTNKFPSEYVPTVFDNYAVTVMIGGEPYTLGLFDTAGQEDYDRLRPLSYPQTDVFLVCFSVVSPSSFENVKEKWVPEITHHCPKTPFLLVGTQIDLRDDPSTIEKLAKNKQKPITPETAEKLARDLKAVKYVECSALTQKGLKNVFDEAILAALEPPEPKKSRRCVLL
HRas wt GTP bind: modulators of GTP binding to human HRas wildtype. P01112. GST-Ras wt beads, Bodipy-FL-GTP binding, flow cytometry; actives lie on both sides. GTP binding activity, % at 10 µM. 190,000 compounds, 0.14% hits. AID 759;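 active means GTP binding activity at least 20% away from the 100% baseline, either lowered as inhibitor or raised as activator; inconclusive means flagged as likely green fluorescent, judged across all proteins in the well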;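 further: 0% = unlabeled GTP competition control and 100% = no-compound control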
Target sequence (P01112 whole entry, looked up): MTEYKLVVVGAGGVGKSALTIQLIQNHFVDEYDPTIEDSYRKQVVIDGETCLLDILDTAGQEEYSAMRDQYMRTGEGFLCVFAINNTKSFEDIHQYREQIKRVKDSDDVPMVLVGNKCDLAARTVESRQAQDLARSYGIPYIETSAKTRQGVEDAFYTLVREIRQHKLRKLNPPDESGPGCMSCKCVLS
Rac1 mut GTP: modulators of GTP binding to human Rac1 activated mutant. P63000. GST-Rac1 activated beads, fluorescent GTP binding, flow cytometry; actives lie on both sides; 100% means binding = to untreated wells. percent activity (GTP binding), % at 10 µM. 190,000 compounds, 0.11% hits. AID 764;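 active means GTP binding at least 20 percentage points away from the 100% baseline, in either direction, so actives lie on both sides; inconclusive means Compound likely fluorescent itself, or too few beads counted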
Rab2 wt GTP: changes GTP binding to wildtype dog Rab2A, up or down; P61105; GST-Rab2 wt beads, Bodipy-GTP binding, flow cytometry; GTP binding activity, % at 10 µM; 190,000 compounds, 0.19% hits;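 active means GTP binding activity at least 20 points away from 100%, either lowered or raised; inconclusive means signal likely due to the compound's own green fluorescence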;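 further: 0% = beads with excess unlabeled GTP and 100% = no-compound control corrected for plate trend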
Rab7 wt GTP bind: dog Rab7 wildtype GTP binding, inhibitors and activators | GST-Rab7 beads, fluorescent GTP binding, flow cytometry; actives lie on both sides; untreated = 100%, excess cold GTP = 0% | GTP binding activity (percent of control), % at 10 µM | 190,000 compounds, 0.055% hits | AID 758;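 active means fluorescent GTP binding to Rab7 beads changed by at least 20 points from the 100% baseline, either direction, mostly lower; inconclusive means compound itself probably fluorescent, or too few beads counted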;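 further: median green fluorescence of bound Bodipy-FL-GTP per Rab7 bead population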
Mcl1 Bid PPI: Mcl-1/Bid interaction inhibition; Q07820; TR-FRET Mcl-1/Bid-Dy647 peptide binding, 1536-well; inhibition, % at 21.7 µM; 220,000 compounds, 0.97% hits;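 active means compounds that cut the binding signal by more than half at the single screening dose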;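 further: His-tagged Mcl-1 with europium anti-His antibody binding Bid BH3 peptide; 0% = Mcl-1 plus peptide wells and 100% = peptide-only wells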
Target sequence (Q07820 whole entry, looked up): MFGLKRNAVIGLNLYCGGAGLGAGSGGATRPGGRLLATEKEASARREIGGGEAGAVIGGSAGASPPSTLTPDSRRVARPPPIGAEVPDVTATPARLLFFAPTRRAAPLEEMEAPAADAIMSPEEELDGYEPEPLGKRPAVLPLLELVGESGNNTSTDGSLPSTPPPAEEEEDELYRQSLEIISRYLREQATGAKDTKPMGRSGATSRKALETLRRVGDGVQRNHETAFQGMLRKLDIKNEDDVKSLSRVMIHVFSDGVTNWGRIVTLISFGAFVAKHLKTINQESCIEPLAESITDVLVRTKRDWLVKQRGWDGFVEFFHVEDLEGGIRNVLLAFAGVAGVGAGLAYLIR
Avidin bead fluor: avidin bead compound fluorescence profile | Avidin beads, compound fluorescence 488/530 nm, flow cytometry; active compounds read high | fluorescence (KMESF) at 10 µM | AID 1775 | 220,000 compounds, 0.38% hits; in the data active means fluorescence above about 47; further: inactives centre near 10
Mcl1-Noxa inh: Mcl-1/Noxa interaction inhibition; Q07820; TR-FRET Mcl-1/Noxa peptide binding, 2 h; inhibition, % at 21.7 µM; 220,000 compounds, 1.5% hits; AID 1022;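 active means compounds that cut the protein-peptide binding signal by more than 50% relative to plate controls in a single-dose test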;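 further: His-tagged Mcl-1 with rhodamine Noxa BH3 peptide and terbium anti-His antibody; 0% = Mcl-1 plus Noxa peptide wells and 100% = peptide-only wells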
* = called active by the depositor; ? = inconclusive; · = not tested or not shown.

smiles | Pf gametocyte | GSH fluor | Rac1 wt modul | Cdc42 wt GTP | HRas wt GTP bind | Rac1 mut GTP | Rab2 wt GTP | Rab7 wt GTP bind | Mcl1 Bid PPI | Avidin bead fluor | Mcl1-Noxa inh
O=C(O)CCc1ccc(-c2cccs2)n1CCc1ccccc1 | -23 | 8 | 94 | 94 | 94 | 92 | 93 | 92 | -49 | 2 | 22
COc1ccc(-c2nnc3ccc(SCC(=O)Nc4cc(C)on4)nn23)cc1 | · | 12 | 100 | 98 | 98 | 98 | 97 | 101 | 2 | 11 | 11
O=C(Cc1ccccc1)Nn1c(O)c(/C=C2\C=Nc3ccccc32)sc1=S | -10 | 12 | 96 | 94 | 94 | 98 | 98 | 99 | 0 | 5 | 21
O=C(c1ccc(Br)o1)N1CCN(c2ccc3nnc(-c4ccc(F)cc4)n3n2)CC1 | · | 23 | 96 | 95 | 96 | 95 | 96 | 96 | 3 | 6 | 28
Nc1nc(-c2ccccn2)nc(N)c1Cc1ccc(Cl)cc1Cl | 10 | 14 | 108 | 107 | 102 | 105 | 103 | 103 | -37 | 11 | -62
COc1cc(C(=O)Nc2sc3c(c2C(=O)NCc2ccco2)CCCC3)cc(OC)c1OC | -8 | 39 | 114 | 105 | 104 | 102 | 101 | 98 | -17 | 10 | -3
CCC(C)(C)n1nnnc1C(C(C)C)N(CCN1CCOCC1)Cc1cc2cccc(C)c2[nH]c1=O (stereo not given) | 11 | 34 | 103 | 103 | 100 | 99 | 100 | 99 | -2 | 7 | -4
CSCCC(NS(=O)(=O)c1ccc2ccccc2c1)C(=O)O (stereo not given) | · | 10 | 99 | 99 | 96 | 99 | 99 | 99 | -16 | 9 | 14
CC(=O)NS(=O)(=O)c1ccc(NC(=O)/C=C/c2ccco2)cc1 | · | 9 | 95 | 96 | 98 | 95 | 96 | 101 | -17 | 21 | 26
C=CCNC(=O)N1CCC(CO)(Cc2ccc(Cl)cc2)CC1 | -6 | 16 | 103 | 99 | 103 | 98 | 102 | 107 | -12 | 12 | 8
O=C(Cc1ccc(Br)cc1)Nc1cccc(Cl)c1 | -4 | 15 | 99 | 101 | 98 | 96 | 101 | 105 | -23 | 10 | -1
COc1ccc2c(CC(=O)NCCN3C(=O)S/C(=C\c4cccnc4)C3=O)coc2c1 | -25 | 69 | 98 | 96 | 98 | 98 | 98 | 103 | -16 | 12 | 29
CC1=C(C(=O)Nc2ccc(Br)cc2)C(c2ccco2)NC(=O)N1 (stereo not given) | 10 | 17 | 102 | 100 | 97 | 100 | 100 | 100 | 2 | 8 | 7
CC1CCCCN1C(=O)CN1C(=O)CN(C)C(=O)c2ccccc21 (stereo not given) | · | 10 | 96 | 97 | 96 | 94 | 94 | 94 | 6 | 16 | 18
Cc1nc2ccccc2n1CC(O)Cn1c2ccccc2c2ccccc21 (stereo not given) | · | 17 | ? | ? | ? | ? | ? | ? | 19 | 6 | 6
CCOC(=O)N1CCN(C(=O)CSc2ccc3nnc(CCNC(=O)c4ccccc4)n3n2)CC1 | 0 | 15 | 100 | 97 | 98 | 98 | 96 | 102 | -3 | 10 | 3
CC(=O)c1cc2c(C)c(C(=O)c3ccccc3)oc2cc1O | -3 | 5 | 102 | 98 | 100 | 101 | 100 | 100 | -21 | 12 | 2
CCCC[n+]1ccn(-c2nc3ccccc3nc2[N-]S(=O)(=O)c2ccccc2)c1 | -1 | 40 | 106 | 102 | 101 | 100 | 99 | 100 | -17 | · | 6
O=C(Nc1cccc(NC(=O)C2CC2)n1)C1CC1 | -29 | 9 | 104 | 104 | 99 | 102 | 101 | 99 | -32 | 5 | 11
Cc1cccc(NC(=S)N2CCCCC2)c1 | -14 | 12 | 103 | 102 | 102 | 102 | 101 | 97 | -58 | 13 | 11
CCOc1cccc2cc(-c3nnc(NCc4ccco4)s3)c(=O)oc12 | · | 16 | 95 | 95 | 95 | 98 | 95 | 97 | 29 | 7 | 64*
CCCCC(=O)NC(=S)NNC(=O)c1ccc(Cl)cc1Cl | · | 21 | 94 | 97 | 98 | 91 | 97 | 108 | -62 | 8 | -26
COc1ccc(C(=O)N2CCC(C(=O)Nc3ccc4c(c3)OCCO4)CC2)cc1 | -18 | 12 | 97 | 100 | 102 | 97 | 98 | 99 | -18 | 21 | 0
O=C(Cn1cccc1)N1CCN(C(c2ccccc2)c2ccccc2)CC1 | 10 | 34 | 102 | 101 | 100 | 100 | 99 | 99 | -34 | 4 | -1
CCOc1ccc(S(=O)(=O)NC(C)C)cc1C(N)=O | -18 | 27 | 98 | 97 | 99 | 96 | 99 | 104 | -11 | 10 | 1
COc1ccccc1-n1c(=O)oc2ccc(Cl)cc2c1=O | · | 46 | 107 | 104 | 104 | 100 | 102 | 103 | -43 | 13 | 16
CC(C)(C)NC(=O)NC(=O)COC(=O)c1cccc(NS(=O)(=O)c2ccc(F)c(F)c2)c1 | · | 11 | 102 | 101 | 98 | 96 | 97 | 101 | 14 | 4 | 12
CC(C)(C)NS(=O)(=O)c1ccc2nc(NC(=O)Cc3cccs3)sc2c1 | 5 | 47 | 91 | 92 | 90 | 91 | 89 | 93 | 2 | 4 | 11
Cn1ccnc1C1CCCCN1Cc1nc(-c2ccc3c(c2)OCO3)no1 (stereo not given) | · | 12 | 98 | 98 | 99 | 94 | 97 | 97 | -41 | 7 | -2
CN(CC(=O)Nc1ccc(F)cc1)C(=O)COc1ccc([N+](=O)[O-])cc1Cl | -4 | 8 | 95 | 95 | 94 | 95 | 96 | 94 | 12 | 25 | 2
O=C(Nc1c(Cl)cccc1Cl)C1CCC1 | · | 18 | 103 | 103 | 104 | 101 | 102 | 103 | 2 | 27 | 9
Cc1nc(NC(=O)CC(C)C)sc1-c1csc(Nc2ccc(Cl)cc2)n1 | 7 | 31 | 97 | 98 | 99 | 96 | 96 | 98 | 4 | 12 | 44
Cc1ccc(CS(=O)(=O)c2ccccc2-c2nnc(-c3ccc(Cl)cc3)o2)cc1 | -16 | 21 | 93 | 93 | 80 | 90 | 86 | 77* | -2 | 33 | -5
Cc1cc(C)n2nc(C(=O)Nc3ccc(S(=O)(=O)N4CCCCC4)cc3)nc2n1 | -6 | 77 | 98 | 98 | 98 | 98 | 96 | 95 | -15 | 13 | 19
Cc1cccc(N=C(N2CCOCC2)P(=O)(N2CCOCC2)N2CCOCC2)c1 | · | 8 | 101 | 100 | 97 | 97 | 96 | 95 | -15 | 10 | 7
COc1cc(-c2nnc(-c3ccc(S(=O)(=O)c4ccccc4)cc3)o2)cc(OC)c1OC | 9 | 14 | 104 | 106 | 104 | 99 | 102 | 101 | 17 | 6 | -18
Cc1nnc(-c2ccccc2)c[n+]1[O-] | -6 | 43 | 103 | 101 | 100 | 100 | 99 | 100 | 2 | 6 | 0
Cc1cccc(NC(=O)CNc2cc(C)ccc2C)c1 | -6 | 16 | 98 | 97 | 96 | 99 | 97 | 97 | -10 | 7 | 19
CC(C)(C)c1csc(NC(=O)Nc2ccccc2)n1 | 10 | 10 | 99 | 100 | 100 | 99 | 100 | 105 | -4 | 26 | 4
Cc1cc(CNC(=O)COc2cc(F)ccc2[N+](=O)[O-])c2ccccc2n1 | · | 9 | 99 | 96 | 95 | 97 | 95 | 95 | -13 | 19 | 6
CCn1c(C)nc2cc(C(=O)NNC(=O)Nc3ccc(Cl)c(Cl)c3)ccc21 | -47 | 16 | 94 | 91 | 92 | 90 | 95 | 102 | -28 | 5 | -25
COc1ccc(CCNC(=S)NCCc2c[nH]c3ccccc23)cc1 | -12 | 15 | 98 | 96 | 96 | 95 | 96 | 96 | -15 | 8 | 9
Cc1ccc(N(C(=O)Cn2nnc(-c3ccc(F)cc3)n2)C(CC(C)C)C(=O)NCC2CCCO2)cc1 (stereo not given) | 0 | 57 | 104 | 100 | 101 | 96 | 99 | 100 | -24 | 8 | -32
O=C(CC(SCCO)c1ccc(F)cc1)c1ccco1 (stereo not given) | · | 14 | 103 | 101 | 100 | 100 | 101 | 100 | -25 | 30 | -4
C/C(CC(=O)Nc1ccc(Cl)cc1Cl)=N\NC(=O)C(=O)NCCO | 10 | 10 | 98 | 101 | 97 | 98 | 98 | 98 | -21 | 4 | 2
O=C(Cn1nnc(-c2cccc(C(F)(F)F)c2)n1)NC1CCCC1 | · | 25 | 101 | 102 | 99 | 101 | 102 | 96 | 5 | 38 | 0
NC(=O)c1ccsc1NC(=O)c1ccc(S(=O)(=O)N2CCCCC2)cc1 | · | 19 | 95 | 95 | 94 | 97 | 91 | 91 | -17 | 3 | 9
CNS(=O)(=O)c1cccc(C(=O)OCC(=O)Nc2cc(F)ccc2F)c1 | -16 | 12 | 97 | 99 | 99 | 97 | 97 | 95 | -23 | 10 | 4
CCSc1nc2nc(C)cc(C)n2n1 | 13 | 25 | 100 | 97 | 99 | 98 | 99 | 98 | 12 | 29 | -31
COc1ccc(C(=O)N/C(=C/c2cccc3ccccc23)C(=O)NCCc2c[nH]c3ccccc23)cc1OC | 0 | 12 | 105 | 103 | 102 | 101 | 101 | 102 | -79 | 4 | 12
Fc1ccc(CSc2nsc(SCc3ccc(F)cc3)n2)cc1 | · | 23 | 100 | 105 | 103 | 99 | 105 | 96 | 0 | 11 | 12
CC(C)c1onc(C(=O)N(C)C2CCCCC2)c1[N+](=O)[O-] | 17 | 15 | 100 | 95 | 97 | 97 | 96 | 96 | -7 | 6 | -9
CCc1ccccc1NC(=S)N(CCCN1CCOCC1)Cc1cccs1 | 19 | 6 | 105 | 104 | 104 | 102 | 101 | 99 | -18 | 2 | -4
C=CCSc1nnc(-c2ccccc2N=Cc2c(C)[nH]n(-c3ccccc3)c2=O)c(=O)[nH]1 | 8 | 37 | 100 | 97 | 98 | 95 | 97 | 97 | 14 | 7 | 13
O=C(c1ccc(S(=O)(=O)N2CCCC2)cc1)N1CCCc2ccccc21 | -23 | 10 | 111 | 110 | 103 | 102 | 105 | 105 | -17 | 11 | 6
O=C(OCC(=O)N1CCCCCC1)c1ccc(S(=O)(=O)N2CCOCC2)cc1 | · | 15 | 98 | 101 | 97 | 95 | 103 | 104 | -2 | 9 | -4
